Screening data: PubChem, several laboratories
CAL-PDZ inh HTS – blocks peptide binding to the human CAL PDZ domain; purified CAL PDZ, TMR-peptide fluorescence polarization, 1 h; AID 602252; inhibition, % at 24.9 µM; 0.92% of 300,000 active;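 active = mean inhibition of at least 30% with at least half of replicates also reaching 30%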;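 also: 0% = DMSO neutral control and 100% = excess unlabeled competitor peptide PRC23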
Keap1 Nrf2 FP – inhibitors of human Keap1-Nrf2 protein-protein interaction. Q14145. Keap1 Kelch-Nrf2 peptide fluorescence polarization, 1536-well. inhibition, % at 9.4 µM. 0.15% of 340,000 active. AID 504523; in the data active = inhibition above about 12%;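 also: human Keap1 Kelch domain with fluorescein labeled Nrf2 9mer peptide probe; 0% = neutral control wells and 100% = peptide positive control; higher means more block of Keap1 binding to Nrf2 peptide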
MOR-DOR inv ag – inverse agonist of human OPRM1-OPRD1 heterodimerization | P35372+P41143 | cell-based MOR-DOR heterodimer luminescence, inverse agonism | inhibition, % at 9.3 µM | 0.21% of 340,000 active | AID 504357; in the data active = inhibition above about 22%, passing the limit was not always enough;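 also: 0% = cells with DMSO and 100% = wells without cells with DMSO; values of inactives mirror those of a sister screen read the other way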
Target sequence (P35372 whole entry, looked up): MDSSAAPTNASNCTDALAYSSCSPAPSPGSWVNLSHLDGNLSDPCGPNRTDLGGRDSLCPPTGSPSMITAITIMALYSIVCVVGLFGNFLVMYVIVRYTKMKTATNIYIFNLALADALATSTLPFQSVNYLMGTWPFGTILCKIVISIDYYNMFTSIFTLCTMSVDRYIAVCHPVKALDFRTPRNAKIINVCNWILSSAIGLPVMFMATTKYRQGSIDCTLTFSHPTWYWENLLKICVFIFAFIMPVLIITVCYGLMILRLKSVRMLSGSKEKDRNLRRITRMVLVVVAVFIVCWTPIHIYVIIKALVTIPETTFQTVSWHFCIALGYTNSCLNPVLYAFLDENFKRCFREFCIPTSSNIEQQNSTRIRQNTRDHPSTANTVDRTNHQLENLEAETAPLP
Target sequence (P41143 whole entry, looked up): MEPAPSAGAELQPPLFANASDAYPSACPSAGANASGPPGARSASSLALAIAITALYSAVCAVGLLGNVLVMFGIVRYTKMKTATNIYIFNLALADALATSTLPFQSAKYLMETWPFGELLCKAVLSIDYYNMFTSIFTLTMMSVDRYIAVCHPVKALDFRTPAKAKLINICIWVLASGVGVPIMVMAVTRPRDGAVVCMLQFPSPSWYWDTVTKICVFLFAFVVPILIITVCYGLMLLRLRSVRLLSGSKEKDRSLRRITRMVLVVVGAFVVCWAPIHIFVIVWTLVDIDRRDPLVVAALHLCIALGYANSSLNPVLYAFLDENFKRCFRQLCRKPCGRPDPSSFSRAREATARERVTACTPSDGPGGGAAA
RTF Ca sens act – cardiac RTF calcium sensitization | IANBD-labeled TnC RTF fluorescence at EC20 calcium; 0% EC20 calcium, 100% full calcium | activation, % at 7.2 µM | 0.24% of 340,000 active | AID 493008;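 active = activation above the mean over all tested compounds plus 3 SD, cut at about 30% in these data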;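 also: rise in fluorescence read as greater calcium sensitivity of cardiac thin filaments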
HTR5A inv ctr – counter-screen for OPRM1-OPRD1 inverse agonists: human HTR5A inverse agonism | P47898 | HTR5A cell line, luminescence | inhibition, % at 9.3 µM | 0.083% of 340,000 active; in the data active = inhibition mostly above about 23%, no sharp cut-off; inactive = mostly below about 18%;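 also: 0% = cells with DMSO and 100% = no-cell wells with DMSO; some compounds called inactive have numbers as strong as hits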
V-ATPase pH – alters yeast V-ATPase proton transport; S. cerevisiae, pHLuorin cytosolic pH fluorescence; response, % at 10 µM; 0.37% of 350,000 active; AID 504577; in the data active = response mostly above about 7.3%, no sharp cut-off; inactive = mostly below about 5.4%; also: actives read high; inactives centre near 0; some compounds called inactive have numbers as strong as hits; reference of the scale not given here
OPRM1-OPRD1 ag – OPRM1-OPRD1 heterodimerization agonism | P35372+P41143 | cells, luminescence | activation, % at 9.3 µM | 0.3% of 340,000 active; in the data active = activation above about 18%;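 also: 0% = vehicle-treated cells and 100% = reference agonist; values of inactives mirror those of a sister screen read the other way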
LANA DNA inh – blocks KSHV LANA C-terminal domain binding to DNA. MBP-C-LANA/FAM-LBS DNA binding, fluorescence polarization. inhibition, % at 9 µM. 0.078% of 340,000 active;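 active = highest replicate inhibition at or above 60% at 9 µM, even if other replicates fall short; inactive = all replicates below 60% inhibition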;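 also: 0% = neutral control wells and 100% = 4 µM acridine orange control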
RTF Ca sens inh – cardiac RTF calcium desensitization; inhibition, % at 7.15 µM; 0.12% of 340,000 active; IANBD-labeled cardiac RTF, Ca2+ fluorescence;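 active = inhibition above the mean inhibition of all tested compounds plus 3 SD, cut at about 17% in these data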;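 also: assay run at fixed EC70 calcium of 1.6 mM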
HTR5A ag – activates human HTR5A in OPRM1-OPRD1 agonist counter-screen; HTR5A agonist assay, luminescence, cell-based; activation, % at 9.3 µM; P47898; AID 504692; 0.61% of 340,000 active; in the data active = activation mostly above about 9.5%, no sharp cut-off; inactive = mostly below about 7.6%;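 also: 0% = cells with vehicle only and 100% = reference agonist; strong numbers were not always called active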
Numbers without * were called inactive; / = not tested or not shown.

structure,CAL-PDZ inh HTS,Keap1 Nrf2 FP,MOR-DOR inv ag,RTF Ca sens act,HTR5A inv ctr,V-ATPase pH,OPRM1-OPRD1 ag,LANA DNA inh,RTF Ca sens inh,HTR5A ag
COc1ccc(CNC(=O)COC(=O)CC(NC(N)=O)c2ccc(Cl)cc2)cc1OC (configuration not stated),/,1.5,8.9,-1.3,10.9,-1.8,-2.2,-1.4,-12.7,-2.7
COc1ccccc1C(=O)NC(=O)CSc1nnc(SC)s1,-1.5,4.8,2.5,5.2,7.0,0.6,-0.4,-0.8,7.0,-1.0
COc1ccc(CCNC(=O)C(=O)N/N=C/c2cccs2)cc1OC,77.6*,-0.5,7.2,-0.9,-14.0,-0.2,-1.3,-0.7,-5.1,5.0
CC(=O)C1=C(O)C(=O)N(c2ccc(Br)cn2)C1c1ccccc1F (configuration not stated),-1.7,-1.6,6.9,5.0,-13.2,-2.2,-1.2,-1.0,4.0,0.4
O=C(c1cccc([N+](=O)[O-])c1)N1CCCN(C(=O)c2cccc([N+](=O)[O-])c2)CC1,-2.8,-0.5,-0.5,-7.3,-28.1,1.9,0.1,-1.9,-5.0,-1.4
Cc1ccc(C(=O)Nc2ccccc2-c2ccccc2)o1,-2.4,-2.9,14.0,-4.7,-15.9,-2.3,-3.4,-1.5,-3.8,6.7
COc1ccccc1CCC(=O)N1CCN(S(=O)(=O)c2cc(C(F)(F)F)ccc2Cl)CC1,-4.4,1.0,6.0,-3.4,-6.6,-3.2,-1.4,-0.8,-4.2,2.7
CCOc1ccccc1N1CCN(Cc2ccc(OC)c(OC)c2)CC1,-2.6,0.8,17.6,-4.0,-17.5,-2.0,-3.5,0.8,-1.6,-7.5
O=C(CCc1nc2ccccc2c(=O)[nH]1)N1CCN(S(=O)(=O)c2ccc(Cl)c(C(F)(F)F)c2)CC1,-0.6,0.8,-4.7,-6.9,3.5,2.9,0.7,2.1,-25.6,-1.3
Cc1cc(NC(=O)c2cc(-c3ccccc3)on2)no1,0.4,0.0,9.0,-2.7,5.5,0.5,-1.4,2.2,6.5,-2.0
COc1cccc(C(=O)N2CCSC2=S)c1,-0.5,-38.3,14.2,3.8,9.1,6.2,-2.5,0.3,-1.6,-5.5
CC(=O)Nc1cccc(/C(C)=N\NC(=O)c2ccc(Cn3nc([N+](=O)[O-])c(Cl)c3C)o2)c1,1.3,-3.6,14.0,-5.0,-9.4,-4.7,-2.3,0.7,-3.1,3.5
C=CCOC(=O)C1=C(C)NC(=O)NC1/C=C/c1ccccc1 (configuration not stated),-3.6,-4.6,13.6,10.8,0.3,0.3,-2.8,2.5,-11.7,-0.1
CC(=O)N1CCC2(CC1)CC(=O)c1cc(OCC(=O)N3CCCC3)ccc1O2,-1.9,-6.0,15.3,-3.2,-14.1,2.1,-2.9,-3.9,7.3,4.5
O=C1CC(c2c[nH]c3ccccc23)C(=O)N1 (configuration not stated),-6.8,3.8,12.9,4.3,-6.6,5.0,-2.4,1.8,-1.8,-1.0
CCN(CC)C(=O)CSc1n[nH]c(=O)n1CCc1ccccc1,-5.3,3.5,13.3,0.5,4.0,-2.1,-2.1,-1.7,0.6,-1.6
O=C(COc1ccccc1)Nc1nc(-c2cccnc2)cs1,1.3,-0.3,-32.0,0.4,-14.3,-6.2,8.2,0.7,0.4,5.7
COc1ccc(Cl)cc1NC(=O)Nc1ccc(Br)cn1,0.1,-2.7,2.7,0.1,-32.2,0.2,-0.5,-3.2,-6.6,3.9
CCOc1ccc(/C=N/NC(=O)C(=O)NCc2ccco2)cc1,0.3,-2.4,-0.2,-8.2,8.2,1.2,0.0,-1.8,2.5,5.3
Cc1ccc(NC(=O)c2ccc3c(=O)n4c(nc3c2)CCCCC4)nc1,1.7,-1.0,22.4,-1.5,1.6,0.5,-4.6,-0.3,2.4,2.8
O=C(NCCN1C(=O)S/C(=C\c2ccc(Cl)c(Cl)c2)C1=O)c1ccc2c(c1)C(=O)N(Cc1ccncc1)C2=O,-2.9,-1.9,0.9,-2.8,3.7,-5.2,-0.1,0.3,-10.4,-1.4
N#C[C@H]1C(O)C(O)c2ccccc2N1C(=O)c1ccccc1 (some centres not stated),4.3,-1.9,5.6,1.1,-30.0,-2.0,-1.0,3.2,3.5,-2.6
CC(CCc1ccccc1)NC(=O)c1ccc(Cl)nc1 (configuration not stated),-2.0,-3.6,-1.8,11.8,-0.3,5.9,0.3,1.5,-8.0,0.3
CCOCC(=O)Nc1c(C(=O)OCC)oc2ccccc12,/,-6.1,14.3,-4.7,-13.1,4.5,-2.7,0.2,6.8,4.0
COc1cccc(O)c1CN1CCC(C(=O)Nc2ccc(Oc3cccnc3)cc2)CC1,-3.6,-5.4,4.5,0.4,13.6,0.9,-0.8,0.3,6.9,2.8
O=C(NC1CCN(C(=O)N2CCOCC2)CC1)c1ccccc1,-0.7,2.1,10.2,2.5,-3.2,-1.5,-2.0,2.9,-12.3,0.8
COC(=O)C1=C(C)N(CCc2ccc(OC)c(OC)c2)C(=O)/C1=C\N(C)C,1.7,-5.6,22.9,-0.8,27.0,0.5,-4.6,-6.1,-2.8,0.6
O=C(COC(=O)c1cccnc1Cl)NC1CCCc2ccccc21 (configuration not stated),-0.2,-1.7,8.2,0.4,12.9,-1.3,-2.1,-0.6,-2.1,8.9
Cc1ccc(-c2nc(NC(=O)CSc3nnnn3-c3ccccc3)ns2)cc1,2.3,-3.2,3.3,-3.8,-1.8,3.6,-0.8,-0.5,1.0,1.8
CC(C)N(Cc1cnn(C)c1)C(=O)C1CCC(=O)N(CCc2cccc(F)c2)C1 (configuration not stated),1.5,-3.3,9.0,0.0,-14.3,-3.6,-1.7,-0.3,6.5,-1.6

Random excerpt: 4 records from the list
structure,CAL-PDZ inh HTS,Keap1 Nrf2 FP,MOR-DOR inv ag,RTF Ca sens act,HTR5A inv ctr,V-ATPase pH,OPRM1-OPRD1 ag,LANA DNA inh,RTF Ca sens inh,HTR5A ag
CCN(CC)C(=O)CSc1n[nH]c(=O)n1CCc1ccccc1,-5.3,3.5,13.3,0.5,4.0,-2.1,-2.1,-1.7,0.6,-1.6
COc1ccccc1C(=O)NC(=O)CSc1nnc(SC)s1,-1.5,4.8,2.5,5.2,7.0,0.6,-0.4,-0.8,7.0,-1.0
COc1cccc(C(=O)N2CCSC2=S)c1,-0.5,-38.3,14.2,3.8,9.1,6.2,-2.5,0.3,-1.6,-5.5
CC(=O)N1CCC2(CC1)CC(=O)c1cc(OCC(=O)N3CCCC3)ccc1O2,-1.9,-6.0,15.3,-3.2,-14.1,2.1,-2.9,-3.9,7.3,4.5

Further entries follow.
structure,CAL-PDZ inh HTS,Keap1 Nrf2 FP,MOR-DOR inv ag,RTF Ca sens act,HTR5A inv ctr,V-ATPase pH,OPRM1-OPRD1 ag,LANA DNA inh,RTF Ca sens inh,HTR5A ag
Cc1ccc(NC(=O)Cc2csc(-c3ccccc3)n2)cc1F,-3.8,-1.7,-41.5,2.2,12.5,1.0,8.0,-2.8,-2.5,-3.4
Cc1ccc(SC(C)C(=O)N2CCC(C(N)=O)CC2)cc1 (configuration not stated),-0.3,-1.5,-6.1,2.5,-13.8,3.5,1.2,0.4,-7.2,-2.5
O=C(COC(=O)c1ccc(Br)o1)Nc1ccc(Br)cc1,-3.4,-3.2,-11.2,4.0,9.5,8.1,2.8,-2.6,-0.1,-3.9
CC(C)C(=O)Nc1ccc(COc2ccccc2CN(Cc2ccccc2)C(=O)OC(C)(C)C)cc1,3.3,0.7,14.7,2.9,-6.4,-1.0,-3.2,-1.7,1.6,1.7
COc1ccc(NS(=O)(=O)c2cccc(C(=O)NCC(c3ccc(OC)cc3)N3CCCC3)c2)cc1 (configuration not stated),-8.9,-1.0,7.8,2.4,10.7,0.6,-1.2,-1.0,-2.0,-1.1
C=CCOC1COC2C(OCC=C)COC12 (configuration not stated),-2.1,-3.4,7.7,-9.0,11.0,-1.3,-1.5,1.2,1.1,-2.8
CCc1c(C)nc2ncnn2c1N1CCCC(C(=O)NCCc2ccccc2)C1 (configuration not stated),/,2.3,-5.5,-0.8,-30.2,-2.3,1.0,-2.6,-6.4,2.0
O=C1COc2ccc(NC(=O)N3CCN(c4ccc(F)cc4)CC3)cc2N1,/,3.6,-0.4,-4.1,-11.6,1.3,0.1,0.5,-6.0,0.8
Cc1noc(C)c1COc1ccc(C(=O)N2CC(C)CC(C)C2)cc1 (configuration not stated),-7.8,-2.6,1.3,-1.5,8.4,-2.5,-0.3,-0.2,0.5,-3.4
Cc1ccc(CNC(=O)Cc2ccc(Br)cc2)cc1,1.0,-2.6,11.8,-1.7,4.0,1.3,-2.6,-1.0,3.0,-1.1
Cc1ccc([N+](=O)[O-])cc1S(=O)(=O)N1CCC(C)CC1,-3.9,1.3,/,/,/,-2.7,/,0.4,/,/
CCN(CC)C(=O)c1ccc2nc3ccccc3nc2c1,2.5,-3.6,-31.4,-3.6,-12.4,4.5,4.3,-1.0,-6.9,4.7
O=C(CCn1c(=O)oc2ccc(Cl)cc21)N1CCN(Cc2ccccc2)CC1,-3.9,-0.9,23.2,0.6,-14.7,2.1,-5.2,-0.9,-7.1,3.9
CCCC(NS(=O)(=O)c1ccc(Br)cc1)C(=O)O (configuration not stated),-2.0,0.4,3.9,-3.1,-19.7,3.0,-0.8,0.2,-6.7,8.2
CCOCCCNC(=O)C(c1ccccc1)N(Cc1cccs1)C(=O)c1ccccc1O (configuration not stated),6.3,-1.8,13.9,2.5,-3.0,-0.7,-2.7,-0.5,-0.8,1.1
Cc1cccc(NC(=O)CN2CCC(NC(=O)C3CCCCC3)CC2)c1C,-4.8,4.7,11.9,-3.9,19.0,2.0,-2.4,1.3,-15.5,-4.2

Profiles, looked up by structure. Order of values: CAL-PDZ inh HTS	Keap1 Nrf2 FP	MOR-DOR inv ag	RTF Ca sens act	HTR5A inv ctr	V-ATPase pH	OPRM1-OPRD1 ag	LANA DNA inh	RTF Ca sens inh	HTR5A ag
CCc1c(C)nc2ncnn2c1N1CCCC(C(=O)NCCc2ccccc2)C1 (configuration not stated) in the list: /	2.3	-5.5	-0.8	-30.2	-2.3	1.0	-2.6	-6.4	2.0
O=C(CCn1c(=O)oc2ccc(Cl)cc21)N1CCN(Cc2ccccc2)CC1 in the list: -3.9	-0.9	23.2	0.6	-14.7	2.1	-5.2	-0.9	-7.1	3.9
Cc1noc(C)c1COc1ccc(C(=O)N2CC(C)CC(C)C2)cc1 (configuration not stated) in the list: -7.8	-2.6	1.3	-1.5	8.4	-2.5	-0.3	-0.2	0.5	-3.4
